TGFb SMAD3 inh – TGF-b pathway inhibition | HepG2 CAGA-GFP TGF-b/SMAD3 reporter, GFP fluorescence, 18 h; TGF-beta stimulated, 500 pg/mL final | Potency, µM (titrated, usually from 46.1 µM), without a hit: at the highest dose activity, negative = inhibition, usual class: inhibitors | hit rate 1.2% among 410,000; also: potency is read from the fitted curve at half-maximal effect; % is scaled to controls: 0 for no effect and ±100 for the full control effect; nearly all actives have a fitted effect of over 65% in size
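Cell-based qHTS in HEPG2 carrying a CAGA-GFP Smad reporter; compounds added before 500 pg/mL final TGF-beta, 18 h incubation at 37 degrees C, GFP fluorescence quantified per cell by imaging cytometry.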
Nrf2 activator – activators of Nrf2 (ARE) signaling; hit rate 0.31% among 410,000; AREc32 ARE-luciferase reporter (MCF7-derived line), luminescence, 24 h; Potency, µM (highest dose often 46.1 µM), inactives show at the highest dose activation, actives largely listed as activators; also: potency is read from the fitted curve at half-maximal effect; % of control where 0% means no effect; nearly all actives have a fitted effect of over 65% in size
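Cells of the AREc32 ARE-luciferase line are plated in OPTI-MEM containing 5% FBS and left overnight at 37 deg C. Compounds are pinned in, incubation continues 24 hr, and firefly luciferase signal is then measured.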
ATXN2 expr inh – reduces ATXN2 reporter expression in HEK-293 cells | HEK-293 ATXN2-luciferase reporter, luminescence, 24 h | Potency, µM (doses to about 57 µM), inactives show top-dose activity change, negative = inhibition, usual class: inhibitors | hit rate 0.72% among 360,000 | AID 1745845; also: potency is read from the fitted curve at half-maximal effect; % is scaled to controls: 0 for no effect and ±100 for the full control effect; nearly all actives have a fitted effect of over 55% in size
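qHTS (up to 57 uM final) was run with 24 h compound exposure of reporter cells at 37 °C. Each well was multiplexed: SteadyGlo luminescence measured ATXN2-luciferase expression after a fluorogenic Gly-Phe-AFC viability readout (25 uM final).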
Nrf2 block – Nrf2 pathway inhibition; A549 ARE-Fluc reporter, luciferase luminescence, 18-24 h; Potency, µM (highest dose often 46 µM), without a hit: at the highest dose activity change, negative = inhibition, most hits filed as inhibitors; hit rate 2.1% among 360,000; also: potency is read from the fitted curve at half-maximal effect; % is scaled to controls: 0 for no effect and ±100 for the full control effect; nearly all actives have a fitted effect of over 60% in size
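Concentration-response testing used A549 ARE_Fluc cells at 5000 cells/well. Following an 18-24 h compound incubation, viability was read by fluorescence (Ex 405/Em 525) and luciferase output by luminescence.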
A549 tox – kills or reduces viability of A549 cells in Nrf2 counter-screen; Potency, µM (series often up to 46 µM), for the others: at the highest dose activity change, negative = cytotoxicity, most hits filed as inhibitors; hit rate 0.16% among 390,000; A549 ARE-Fluc cells, CellTiter-Fluor viability, 18-24 h; also: potency is read from the fitted curve at half-maximal effect; % is scaled to controls: 0 for no effect and ±100 for the full control effect
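A549 ARE_Fluc cells in 5% FBS OPTI-MEM were exposed to compounds in concentration-response for 18-24 h at 37 deg C. Viability was read by CellTiter-Fluor fluorescence (Ex 405/Em 525) after 30 min, before the luciferase read.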
IL2 activator – activates IL-2 in a cell-based reporter assay; activation, % (series mostly up to about 46 µM); IL-2 activation reporter assay, cell-based qHTS; stimulated with anti-CD3/CD4/CD28 beads; in transgenic mouse T cells; hit rate 0.065% among 360,000; AID 652025; in the data active = activation above about 50%; inconclusive = mostly about 30% to 49%; also: 0% is about no effect
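Unstimulated transgenic mouse T cells preincubated 60 min with compound, then stimulated with anti-CD3/anti-CD4-coated beads plus anti-CD28 for 18 h at 37 degrees C. IL-2 response read as EGFP and DsRed fluorescence by plate cytometry.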
HepG2 tox – kills HepG2 cells in TGF-b inhibitor counter-screen. HepG2 CAGA-GFP viability, ATP luminescence, 18 h. Potency, µM (series often up to 46.1 µM), for the others: at the highest dose activity change, negative = cytotoxicity, usual class: cytotoxic. hit rate 0.76% among 410,000. AID 588856; also: potency is read from the fitted curve at half-maximal effect; some results filed as inactive show a strong effect at the top dose
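CellTiter-Glo luminescence gave cytotoxicity after 18 hours at 37 degrees C. The cells were HepG2 CAGA-GFP in 1% FBS DMEM, stimulated with 500 pg/mL TGF-beta after compound addition. %Activity was normalised to no-cell wells (complete cell-killing) and DMSO (no toxicity), and curves were fitted and classified.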
EPAC2 agonist – activates human EPAC2 exchange factor. Q8WZA2. EPAC2 activation, biochemical qHTS; response scale: 100% = 6.5 mM cAMP response. Potency, µM (highest dose often 154 µM), inactives show top-dose activation, hits mostly activators. hit rate 0.079% among 360,000. AID 720711; also: potency is read from the fitted curve at half-maximal effect; nearly all actives have a fitted effect of over 50% in size
Target sequence (Q8WZA2 whole entry, looked up): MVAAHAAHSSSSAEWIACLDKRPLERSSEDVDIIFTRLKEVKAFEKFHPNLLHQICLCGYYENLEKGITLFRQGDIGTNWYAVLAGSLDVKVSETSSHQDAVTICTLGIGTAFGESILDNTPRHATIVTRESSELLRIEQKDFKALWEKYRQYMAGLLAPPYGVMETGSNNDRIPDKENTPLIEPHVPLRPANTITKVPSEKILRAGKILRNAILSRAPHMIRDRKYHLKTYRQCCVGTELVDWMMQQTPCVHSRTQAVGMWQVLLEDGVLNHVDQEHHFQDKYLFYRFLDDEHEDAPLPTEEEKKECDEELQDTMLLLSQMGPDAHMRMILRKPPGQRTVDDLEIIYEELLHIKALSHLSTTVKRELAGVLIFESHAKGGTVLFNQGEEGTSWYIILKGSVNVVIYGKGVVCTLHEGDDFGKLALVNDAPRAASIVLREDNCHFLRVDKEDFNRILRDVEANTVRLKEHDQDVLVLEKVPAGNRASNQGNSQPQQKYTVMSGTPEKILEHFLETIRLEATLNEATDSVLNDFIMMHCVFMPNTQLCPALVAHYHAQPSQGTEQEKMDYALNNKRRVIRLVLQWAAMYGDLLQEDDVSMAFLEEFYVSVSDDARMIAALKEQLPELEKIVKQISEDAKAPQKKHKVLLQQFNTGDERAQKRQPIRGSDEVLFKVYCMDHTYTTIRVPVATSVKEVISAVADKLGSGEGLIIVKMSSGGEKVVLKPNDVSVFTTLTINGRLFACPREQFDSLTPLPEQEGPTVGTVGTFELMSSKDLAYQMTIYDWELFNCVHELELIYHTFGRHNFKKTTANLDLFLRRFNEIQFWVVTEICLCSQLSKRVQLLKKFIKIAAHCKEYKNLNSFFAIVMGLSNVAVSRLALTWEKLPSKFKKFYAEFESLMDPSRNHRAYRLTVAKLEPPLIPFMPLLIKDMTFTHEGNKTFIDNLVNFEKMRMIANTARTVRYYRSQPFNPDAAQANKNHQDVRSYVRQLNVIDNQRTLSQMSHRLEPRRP
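Compounds were added across a concentration range to EPAC2 (100 nM), RAP1B-BODIPY-GDP (250 nM) and GDP (50 uM). After 5 min at room temperature, fluorescence was recorded at 5-min intervals for 30 min.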
ATXN viability – reduces viability in counter-screen for ATXN expression inhibitors; AID 651635; S2 cells (HEK-293 line with an ATXN2-luciferase reporter) viability, CellTiter-Fluor protease fluorescence, 24 h; hit rate 0.49% among 400,000; Potency, µM (top dose mostly 56.7 µM), hits mostly cytotoxic; also: potency is read from the fitted curve at half-maximal effect; nearly all actives have a fitted effect of over 40% in size
* hit, by the source's call; i = inactive; u = inconclusive; x = no result given; [ ] = remark or other dose. Unless noted, calls follow the shape of the dose curve; as a rule, active = well fitted curve in the direction sought with a large enough effect; inconclusive = small, poorly fitted or top-dose-only effect, or another doubt; inactive = no such curve, though single readings can be large; an effect the other way counts as inactive or inconclusive.

nr | molecule | TGFb SMAD3 inh | Nrf2 activator | ATXN2 expr inh | Nrf2 block | A549 tox
1 | O=C(CN1CCOCC1)Nc1nc2cc([N+](=O)[O-])ccc2s1 | -5% | -0.4% | 10% | 25% | -6%
2 | CC(Sc1nnc(C2CC2)n1C1CC1)C(=O)NC1(C#N)CCCCC1 (configuration not stated) | -7% | -0.5% | -11% | 10% | 2%
3 | COc1ccc(Cl)cc1NC(=O)CN1Cc2ccccc2C1=O | 3% | 8.0% | x | -10% | 1%
4 | O=C(CCNS(=O)(=O)c1ccccc1C(F)(F)F)NC1CCCCCC1 | 0% | -0.4% | 2% | -10% | 0%
5 | CCCCCC(=O)Nc1ccc(NC(=O)c2cc3ccccc3o2)c(OC)c1 | -14% | -0.4% | u | -12% | -9%
6 | COc1ccccc1-c1coc2c(CN3C(C)CCCC3C)c(O)ccc2c1=O (configuration not stated) | -14% | -1.0% | x | 6% | -3%
7 | COc1ccccc1C(=O)N(Cc1sccc1C)C1CCS(=O)(=O)C1 (configuration not stated) | 5% | 0.2% | 3% | -9% | 0%
8 | NC(=O)c1ccsc1NC(=O)COC(=O)COc1ccc(C=O)cc1 | -6% | -0.9% | 5% | -12% | -2%
9 | COC(=O)/C=C1/S/C(=N/NC(=O)c2ccc(Cl)cc2Cl)NC1=O | u | 3.8% | -31% | -5% | -10%
10 | COc1ccc(-c2cc(C(F)(F)F)nc(SCC(=O)NCCc3ccccc3)n2)cc1OC | -29% | 2.9% | -25% | -10% | -16%
11 | Cc1nc2cc(Nc3ccncc3)ccc2s1 | -8% | -0.1% | 1% | 0% | 1%
12 | O=C(CCN1C(=O)c2cccc3cccc(c23)C1=O)NC1CCS(=O)(=O)C1 (configuration not stated) | u | 2.8% | 11% | 6% | -13%

nr | IL2 activator | HepG2 tox | EPAC2 agonist | ATXN viability
1 | -4.1 | -12% | 0% | i
2 | -0.6 | -18% | 11% | i
3 | x | -7% | x | x
4 | -4.3 | -3% | 20% | i
5 | x | -21% | x | i
6 | -0.3 | -5% | -2% | i
7 | 3.4 | 11% | 4% | i
8 | 0.6 | -8% | 5% | i
9 | -1.3 | -35% | 5% | x
10 | x | 2% | x | u
11 | 1.5 | -3% | 1% | i
12 | -2.7 | 3% | -2% | i

Other compounds.
nr | molecule | TGFb SMAD3 inh | Nrf2 activator | ATXN2 expr inh | Nrf2 block | A549 tox
13 | O=C(c1ccccc1)N1CCN(CCc2ccncc2)CC1 | 22% | -0.3% | x | 4% | 0%
14 | CCOc1ccc(-c2nnc(SCC(=O)Nc3cccc(C#N)c3)o2)cc1 | u | -1.1% | 8% | u | -2%
15 | COc1cc(OC)c(NC(=O)CN2C(=O)CCn3nc(-c4cccn4C)cc32)cc1Cl | 13% | 0.5% | 2% | x | 0%
16 | CCCCCNC(=O)C1c2ccccc2Oc2ccccc21 | -11% | 0.2% | x | 2% | 1%
17 | COc1cccc(NC(=O)Nc2ccc3nc(C)c(C)nc3c2)c1 | -7% | -0.1% | 14% | u | -3%
18 | COc1ccc(NC(=O)Nc2cccnc2)cc1 | 6% | 2.4% | 13% | u | -7%
19 | COc1ccc(OC)c(NC(=O)CN(c2ccc(C)cc2)S(=O)(=O)c2c(C)n[nH]c2C)c1 | -27% | 4.2% | 11% | u | -2%
20 | CCOc1nc(NC2CCCC2)nc(N2CCC(C)CC2)n1 | -35% | 6.6% | -17% | -21% | -1%
21 | CSc1nnc(SCC(=O)Nc2ccc3[nH]c(=O)[nH]c3c2)s1 | -4% | -0.3% | 6% | 1% | 0%
22 | Cc1ccc(S(=O)(=O)NNC(=O)C(=O)NNc2ccccn2)cc1 | 0% | -0.8% | u | u | -12%
23 | Cc1cccc(C(=O)NC(=S)Nc2ccc(Cc3ccncc3)cc2)c1 | u | 2.2% | -8% | u | -5%
24 | CC(C)Cc1nc(SCC(=O)N2CCCC2)c2c(=O)n(C)c(=O)n(C)c2n1 | 5% | -0.7% | -14% | 2% | -1%

nr | IL2 activator | HepG2 tox | EPAC2 agonist | ATXN viability
13 | x | -9% | x | x
14 | x | -23% | x | i
15 | x | 3% | x | i
16 | 3.5 | -7% | 1% | i
17 | 1.9 | -12% | 1% | i
18 | -2.1 | 7% | 3% | i
19 | -2.0 | -36% | 8% | i
20 | -0.5 | -6% | 7% | i
21 | 1.0 | -4% | 6% | i
22 | 0.3 | -1% | 0% | i
23 | -1.4 | -29% | 9% | i
24 | -6.3 | 6% | 0% | i

Next part.
nr | molecule | TGFb SMAD3 inh | Nrf2 activator | ATXN2 expr inh | Nrf2 block | A549 tox
25 | Cc1ccc(C2Nc3ccccc3NC3=C2C(=O)OC(C)C3)cc1 (configuration not stated) | 1% | -1.5% | -13% | -1% | 5%
26 | COc1cc(OC)c(NC(=O)N2CC=C(c3c[nH]c4ccccc34)CC2)cc1Cl | -13% | 19% | x | -21% | -6%
27 | O=C(c1ccco1)n1nc(-c2ccccc2)nc1NCc1ccc(F)cc1 | 7% | -1.4% | 4% | 1% | -3%
28 | CC1(C)C(c2ccccc2)=[N+]([O-])CN1O | 2% | -0.5% | 4% | x | 1%
29 | COCOCCn1cc(CN2CCS(=O)(=O)N(Cc3ccc(-c4ccncc4)cc3)C(C(C)C)C2=O)nn1 (configuration not stated) | 15% | 0.6% | 9% | x | x
30 | Cn1c(=O)c2c(ncn2CC(=O)Nc2cccc(C(F)(F)F)c2)n(C)c1=O | 9% | -0.2% | 6% | -18% | -4%
31 | O=C1CNC(=O)/C1=C\N1CCN(C(c2ccccc2)c2ccccc2)CC1 | 17% | -0.4% | -12% | 1% | -9%
32 | Cc1ccc(C(CCNC(C)c2cccs2)c2ccco2)cc1 (configuration not stated) | u | 15% | u | 2% | -6%
33 | C#CCNc1cc(C)nc2ncnn12 | 1% | 0.1% | -2% | 13% | 11%
34 | COc1cccc(NC(=O)C(C)N2C(=O)c3ccccc3S2(=O)=O)c1 (configuration not stated) | -1% | -0.1% | 4% | -16% | -9%
35 | COc1ccc(/C=N/Nc2nncc3ccccc23)c(OC)c1 | 1% | 3.6% | 49%[activator] | u | -3%
36 | Cc1cc(-c2n[nH]c(=S)n2/N=C/c2ccc(Br)s2)n[nH]1 | -4% | 2.3% | -1% | 15% | -3%

nr | IL2 activator | HepG2 tox | EPAC2 agonist | ATXN viability
25 | -2.6 | 2% | 0% | i
26 | x | 1% | x | x
27 | x | -14% | x | i
28 | -2.9 | 4% | 6% | i
29 | -2.9 | -17% | 5% | i
30 | x | -34% | x | i
31 | 0.4 | 3% | -17% | i
32 | -1.6 | -137% | 14% | u
33 | 0.0 | -1% | -2% | u
34 | -2.6 | 2% | 3% | i
35 | -2.2 | -11% | -5% | u
36 | 0.2 | -5% | 2% | i

Later entries.
nr | molecule | TGFb SMAD3 inh | Nrf2 activator | ATXN2 expr inh | Nrf2 block | A549 tox
37 | CN1CCN(C(=O)C2=C[C@H](c3ccccc3)C[C@H](OCc3ccc(CO)cc3)O2)CC1 | 11% | 0.8% | 4% | 14% | 1%
38 | Cc1cc(NC(=O)c2ccc(Cl)c(Cl)c2)ccc1-c1cc2ccccc2oc1=O | 3% | -0.4% | 2% | -18% | -1%
39 | CC(=NNC(=O)c1ccncc1)c1ccc2ccccc2c1O | 116%[activator] | -1.5% | u | 2.6µM* | u
40 | Cc1c(C(=O)OC(C)C)sc(NC(=O)c2cnccn2)c1C(=O)OC(C)C | -6% | 0.0% | 6% | 3% | 2%
41 | CCOc1ccc(NC(=O)CSc2nnc(CNC(=O)c3ccco3)o2)cc1 | -3% | 0.9% | 5% | -6% | 1%
42 | COc1ccccc1NC(=O)CSc1nc(O)cc(=O)n1-c1ccccc1OC | 31% | -0.6% | 4% | 13% | 29%
43 | COCCCn1c(SCC(=O)N2CCc3ccccc32)nnc1-c1ccco1 | -3% | -0.4% | -2% | 2% | -5%

nr | IL2 activator | HepG2 tox | EPAC2 agonist | ATXN viability
37 | 0.3 | 0% | -3% | i
38 | x | 12% | x | i
39 | -6.3 | -31% | u | i
40 | -3.8 | 9% | 5% | i
41 | -1.5 | -23% | 9% | i
42 | 0.1 | -24% | 8% | i
43 | 2.7 | 1% | -2% | u
